High-throughput results from PubChem.
Wnt act – Wnt/beta-catenin pathway activation; Wnt/beta-catenin reporter cell assay, activator, plate reader; AID 743398; activation, % at 9.35 µM; actives 1.2% (n = 300,000); in the data active = activation above about 30%, passing the limit was not always enough; inconclusive = no clear call, values can overlap the other calls;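 note: 0% = neutral control wells and 100% = positive control wells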
dFosB act – activators of mouse delta FosB homodimer; P13346; purified delta FosB, TAMRA-CDK5 oligo fluorescence polarization; percent of positive-control signal above neutral wells; activation, % at 25 µM; actives 0.99% (n = 340,000); AID 493131;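 active = mean activation above about 17%, with every replicate also reaching it, limit read from the data, passing the limit was not always enough; inconclusive = only one of the two conditions met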;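 note: fluorescence polarization rise as delta FosB binds a TAMRA Cdk5 AP-1 oligo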
Rtt109 Vps75 – C. albicans Rtt109 histone acetyltransferase inhibition; purified Rtt109/Vps75, ThioGlo CoA-SH fluorescence, 4 h; actives 0.16% (n = 330,000); inhibition, % at 34.9 µM; Q5AAJ8;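 active = inhibition of at least 50% in every replicate; inconclusive = best replicate reaches 50% inhibition but some replicates fall short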
Target sequence (Q5AAJ8 whole entry, looked up): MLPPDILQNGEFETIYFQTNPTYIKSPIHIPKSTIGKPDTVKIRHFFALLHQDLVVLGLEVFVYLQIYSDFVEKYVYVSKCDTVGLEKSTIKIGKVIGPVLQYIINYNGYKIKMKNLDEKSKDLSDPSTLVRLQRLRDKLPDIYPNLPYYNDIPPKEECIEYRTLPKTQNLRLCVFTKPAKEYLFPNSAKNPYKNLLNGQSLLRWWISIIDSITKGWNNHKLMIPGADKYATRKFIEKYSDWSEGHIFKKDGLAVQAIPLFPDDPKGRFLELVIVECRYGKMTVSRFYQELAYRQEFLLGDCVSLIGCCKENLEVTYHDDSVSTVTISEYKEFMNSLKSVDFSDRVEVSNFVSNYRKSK
RTF Ca sens act – cardiac RTF calcium sensitization; P19429+P45379; IANBD-labeled TnC RTF fluorescence at EC20 calcium; 0% EC20 calcium, 100% full calcium; activation, % at 7.2 µM; actives 0.24% (n = 340,000);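 active = activation above the mean over all tested compounds plus 3 SD, cut at about 30% in these data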;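 note: rise in fluorescence read as greater calcium sensitivity of cardiac thin filaments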
CDK5 inh – inhibitors of human CDK5/p35 kinase; Q00535+Q15078; Recombinant CDK5/p35, ADP-Glo luminescence, 60 min; inhibition, % at 10 µM; actives 0.01% (n = 330,000); AID 488839;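 active = highest replicate inhibition of at least 50% and at least 75% of replicates reaching 50%; inconclusive = only one of the two criteria met; inactive = both criteria failed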;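 note: plate controls were DMSO neutral control for no effect and GW8510 at 10 µM for full effect; many of its hits are not listed in these tables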
Target sequence (Q00535 whole entry, looked up): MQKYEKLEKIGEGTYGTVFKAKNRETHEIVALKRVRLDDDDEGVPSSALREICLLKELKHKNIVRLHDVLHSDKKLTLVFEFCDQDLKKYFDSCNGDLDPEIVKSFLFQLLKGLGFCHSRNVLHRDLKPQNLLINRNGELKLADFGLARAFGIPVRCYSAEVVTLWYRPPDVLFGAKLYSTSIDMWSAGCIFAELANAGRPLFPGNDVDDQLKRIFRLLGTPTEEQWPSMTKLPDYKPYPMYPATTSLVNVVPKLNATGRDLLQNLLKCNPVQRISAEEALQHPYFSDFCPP
Target sequence (Q15078 whole entry, looked up): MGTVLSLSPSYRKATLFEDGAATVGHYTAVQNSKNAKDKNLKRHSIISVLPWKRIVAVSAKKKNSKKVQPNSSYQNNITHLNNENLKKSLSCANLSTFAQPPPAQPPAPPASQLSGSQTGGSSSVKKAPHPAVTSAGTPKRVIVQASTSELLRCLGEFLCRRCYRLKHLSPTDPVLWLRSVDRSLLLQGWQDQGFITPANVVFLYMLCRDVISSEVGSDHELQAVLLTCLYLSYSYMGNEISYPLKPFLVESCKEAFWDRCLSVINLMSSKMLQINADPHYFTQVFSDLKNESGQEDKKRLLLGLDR
Tat export inh – blocks Tat-dependent protein export in E. coli; E. coli MC4100 TorA-mCherry Tat export, fluorescence; actives 0.036% (n = 340,000); AID 488895; inhibition, % at 10 µM;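 active = mean replicate inhibition at least 50% and at least half of replicates individually reaching 50%; inconclusive = only one of the two criteria met; inactive = neither criterion met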;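 note: exported cargo escapes ClpAP degradation while cytoplasmic cargo is degraded and loses fluorescence; 0% = median of neutral control wells and 100% = median of NaSCN control wells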
CAL PDZ FP-1 – CAL PDZ (human) peptide binding inhibition; Q9HD26; purified CAL PDZ, TMR-peptide fluorescence polarization, 1 h; inhibition, % at 24.9 µM; actives 0.92% (n = 300,000); AID 602252;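 active = mean inhibition of at least 30% with at least half of replicates also reaching 30%; inconclusive = no clear call, values can overlap the other calls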;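 note: 0% = DMSO neutral control and 100% = excess unlabeled competitor peptide PRC23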
V-ATPase pH – alters yeast V-ATPase proton transport; AID 504577; S. cerevisiae, pHLuorin cytosolic pH fluorescence; response, % at 10 µM; actives 0.37% (n = 350,000); in the data active = response mostly above about 7.3%, no sharp cut-off; inactive = mostly below about 5.4%; note: actives read high; inactives centre near 0; some compounds called inactive have numbers as strong as hits
CAL PDZ FP-2 – inhibitors of human CAL PDZ peptide binding; purified CAL PDZ, TMR-peptide fluorescence polarization, 1 h; inhibition, % at 20 µM; Q9HD26; actives 0.02% (n = 330,000); AID 504414;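 active = highest replicate inhibition of at least 40%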;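 note: plate controls were DMSO neutral control wells for no effect and unlabeled competitor peptide control wells for full effect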
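Test system: purified CerCALP PDZ construct; Compound dosing: one concentration, 20 µM compound; Also added: TMR-labelled reporter peptide T*-PRC34 bound in PDZ groove; Read-out: inhibition from polarization loss; Controls: unlabelled peptide and DMSO controls; Signal: FP readout, S and P plane fluorescence; Incubation: 1 h at RT.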
MITF act – increases MITF-driven TRPM1 promoter luciferase signal | SK-MEL-5 TRPM1-promoter luciferase, 24 h; % of positive control, neutral wells = 0 | activation, % at 12.5 µM | actives 0.75% (n = 300,000);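 active = mean activation of at least 80% with every replicate also reaching 80%; inconclusive = mean reaches 80% but some replicate falls short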;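 note: 0% = neutral control wells and 100% = parthenolide positive control wells; values of inactives mirror those of a sister screen read the other way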
Starred values were filed as active, the others as inactive; ? = inconclusive; . = no result given.

SMILES	Wnt act	dFosB act	Rtt109 Vps75	RTF Ca sens act	CDK5 inh	Tat export inh	CAL PDZ FP-1	V-ATPase pH	CAL PDZ FP-2	MITF act
O=C(Nc1nnc(SCc2ccc(F)cc2)s1)c1ccc2c(c1)C(=O)N(c1ccccc1Cl)C2=O	-7	-11	-4	3	0.5	2	5	-2	-2.0	7
COc1ccc(S(=O)(=O)N2CCCC2)c2ccccc12	0	-2	6	4	1.2	5	1	1	-1.4	.
CN(C)c1cccc2c1c(NC(=O)Nc1ccccc1)nn2C	2	-13	9	9	-0.9	1	5	-3	0.7	.
CN(C)S(=O)(=O)c1ccc(Cl)c(NC(=O)CN2C(=O)NC3(CCc4ccccc43)C2=O)c1 (stereo not given)	0	-4	-9	-5	-0.2	-1	10	-2	-0.7	4
Cc1nc2sc(C(c3cccs3)N3CCOCC3)c(O)n2n1 (stereo not given)	-3	-5	-2	-2	-1.5	-7	-6	3	-0.1	.
Cc1cc(=O)[nH]c(Nc2ccccc2C)n1	3	-2	-16	7	2.4	-2	-3	4	-1.4	-7
CCN(CC)CCOCCn1c(C)ccc1C	-3	-2	-1	0	-2.4	2	-4	5	-0.1	3
CCCN(Cc1cc2cc(OC)ccc2[nH]c1=O)C(=O)c1ccncc1	-3	-8	-5	-7	-1.1	5	-5	-8	-1.2	-13
Cc1c(Cl)cccc1NC(=O)CCN1CCCCCC1	-8	4	-3	6	-2.5	-3	-2	0	-1.3	6
COc1cc2nc(Cl)nc(N3CCOCC3)c2cc1OC	-1	-10	0	-4	-0.8	-1	-2	0	0.0	16
Cc1cc(NC(=O)c2ccccc2)n(C)n1	2	3	1	-4	-0.6	-1	.	0	-1.7	-3
CC(=O)N(c1ccc(C)cc1)C1C=CS(=O)(=O)C1 (stereo not given)	-5	6	-12	1	-0.7	1	-4	1	0.1	-2
Cc1nn(C)cc1C(=O)Nc1c(C)nn(Cc2ccccc2Cl)c1C	.	4	14	-5	0.3	8	-3	1	-0.6	0
Nc1c(C(=O)Nc2ccc3c(c2)OCCO3)nnn1Cc1ccc(Br)cc1	36*	-9	-11	0	-1.4	0	-4	5	0.0	111*
CCOc1cc(NS(=O)(=O)CC)c(OCC)cc1NC(=O)c1ccco1	.	-1	8	-1	0.3	3	.	-1	-0.3	7
COc1ccccc1NC(=O)C(NC(=O)OC(C)(C)C)C(C)OCc1ccccc1 (stereo not given)	-2	-5	-5	7	-0.5	6	5	1	.	-3
CN(C(=O)c1cccc(N2C(=O)C3C4C=CC(C4)C3C2=O)c1)C1CCCCC1 (stereo not given)	0	-7	-7	1	-0.2	-5	-5	-2	-1.0	-3
CC(C)c1ccc(-c2nc(N3CCCCCC3)nc3n[nH]c(N)c23)cc1	-3	-2	0	11	-9.0	22	-3	2	-1.0	.
CCOC(=O)c1cccc(NC(=O)c2ccco2)c1	.	-5	-4	6	0.4	-4	.	-4	-2.9	49
C/C(=N\Nc1ccc(Cl)c(C(=O)O)c1)c1cccs1	1	-2	0	3	-2.3	-1	-11	1	-3.1	13
CN(C)C(=O)COc1ccc(C(=O)/C=C/c2cccnc2)cc1	1	6	6	-4	0.5	-3	-2	0	-1.7	-17
CCN(C(=O)CSc1nnc(COc2ccccc2F)n1N)C1CCS(=O)(=O)C1 (stereo not given)	2	-8	2	-2	-0.4	13	1	-1	-2.0	2
O=C1CC(Cc2ccc(Cl)cc2)C(=O)N1c1ccccn1 (stereo not given)	.	0	9	-2	1.1	5	0	6	-1.5	.
COC(=O)c1ccc(COc2ccc(/C=C(\C#N)c3nc4ccccc4[nH]3)cc2OC)o1	.	5	-13	6	-2.1	-8	.	-2	0.4	-9
O=S(=O)(c1ccccc1)c1nc(-c2ccccc2Cl)oc1NCCN1CCOCC1	.	-3	1	-5	-4.0	5	.	2	-2.0	7
The listing continues:
SMILES	Wnt act	dFosB act	Rtt109 Vps75	RTF Ca sens act	CDK5 inh	Tat export inh	CAL PDZ FP-1	V-ATPase pH	CAL PDZ FP-2	MITF act
N#CCSc1nc2ccccc2c(=O)n1CC1CCCC1	-1	-6	-9	-1	1.5	4	-2	-1	-2.7	3
CC(C)c1ccc(NC2CCCN(C(=O)c3ccsc3)C2)cc1 (stereo not given)	-1	-12	13	1	-2.1	12	-6	-1	-1.2	-19
Cc1nc(NCC2CCCO2)[nH]c(=O)c1CCC(C)C (stereo not given)	.	-5	-3	7	-6.2	9	-6	11	-0.8	0
O=C(NC1CCCC1)C1CCN(C(=O)c2ccccc2Cl)CC1	-2	1	-3	3	0.4	-4	-5	-1	-1.7	-7
COC(=O)c1sccc1NC(=O)CNC(=O)c1ccccc1	8	-3	-6	7	1.0	-6	2	-2	-1.3	7
O=c1[nH]c2ccc(NS(=O)(=O)c3ccc(Cl)cc3)cc2[nH]1	.	-5	.	-3	-2.4	7	0	0	-1.1	1
CCC(=O)N/C(N)=N/c1nc2ccccc2o1	11	4	3	1	-0.2	-14	-5	0	0.2	?
CN1CCN(c2nc3c(c(=O)[nH]c(=O)n3C)n2CC(N)=O)CC1	-3	0	9	2	1.1	-5	2	1	0.2	-2
O=C(NC(Cc1ccccc1)C(=O)O)/C(=C/c1ccc([N+](=O)[O-])cc1)NC(=O)c1ccco1 (stereo not given)	0	-2	-5	-1	-0.7	3	-2	1	-1.1	-12
Nc1ncc(Br)cc1S(=O)(=O)Nc1ccccc1F	1	-3	-1	-1	-0.2	8	-6	-2	-2.3	12
Cc1ccccc1-c1cc(C(=O)NCc2cccc(Br)c2)n(CC2CC(c3cccnc3)=NO2)n1 (stereo not given)	-5	-6	0	-6	1.0	-4	-2	-2	-0.8	3
COc1ccc(Cc2nc3ccc(C(=O)N4CCCCC4CCO)cc3o2)cc1 (stereo not given)	3	-5	5	-7	.	1	-1	-1	-2.0	22
CCOC(=O)c1cc(NC(=O)/C=C\C(=O)O)ccc1Cl	-1	-4	0	2	-6.1	-2	2	2	-1.2	2
Cc1nc(N)c(CC(Br)CBr)c(Cl)n1 (stereo not given)	-3	-1	0	2	0.2	-13	-9	3	22	11
COc1cc2c(cc1OC)C(c1ccc3c(c1)OCO3)CC(=O)N2 (stereo not given)	-2	-5	12	14	-0.4	-1	.	-1	0.8	0
O=C(O)c1ccc(-c2ccc(OS(=O)(=O)c3ccccc3F)cc2)cc1	5	2	-5	0	1.4	-16	45*	-3	-2.7	37
CN(C(=O)c1cc(Cl)c2c(c1)OCCO2)c1c(N)n(Cc2ccccc2)c(=O)[nH]c1=O	-2	-1	-2	-1	1.4	-6	-3	-3	-2.6	-3
CCCCN(C(=O)c1cccc(S(=O)(=O)N2CCN(C)CC2)c1)c1c(N)n(CC(C)C)c(=O)[nH]c1=O	-1	-3	29	-8	-1.9	-5	-1	2	-3.4	5
Cc1ccc(CC2C(=O)N(c3ccc(C)cc3)C(=O)C2C)cc1 (stereo not given)	4	-17	0	20	-0.1	-5	2	3	-2.3	31
NC(=O)CSc1nnc(CSc2ncccn2)n1-c1ccccc1	-5	-5	-1	3	-0.8	-1	-2	0	-1.8	10
O=C(NCSc1ccccc1)c1ccccc1	29	2	-8	1	4.0	0	-3	2	-1.2	78
Cc1cc(NC(=O)Nc2ccccc2)n(C(C)(C)C)n1	2	-3	12	-4	0.2	4	-3	-1	-0.5	0
COc1ccccc1NC(=O)NCC(c1ccco1)N1CCCCC1 (stereo not given)	-1	9	2	4	-4.8	2	-5	-1	-0.8	-3
COc1ccc(NC(=O)c2nc[nH]c2C(=O)N(C)Cc2ccccc2)cc1	-7	0	6	8	-2.0	-2	-1	0	-1.1	0
Cc1ccc(C(=O)N2CCN(C)CC2)cc1S(=O)(=O)N1CCOCC1	-1	0	29	1	2.2	1	-2	-2	-1.4	7

A second format for some results above:
mol,Wnt act,dFosB act,Rtt109 Vps75,RTF Ca sens act,CDK5 inh,Tat export inh,CAL PDZ FP-1,V-ATPase pH,CAL PDZ FP-2,MITF act
CN(C(=O)c1cc(Cl)c2c(c1)OCCO2)c1c(N)n(Cc2ccccc2)c(=O)[nH]c1=O,-2,-1,-2,-1,1.4,-6,-3,-3,-2.6,-3
CCCCN(C(=O)c1cccc(S(=O)(=O)N2CCN(C)CC2)c1)c1c(N)n(CC(C)C)c(=O)[nH]c1=O,-1,-3,29,-8,-1.9,-5,-1,2,-3.4,5
Cc1ccc(CC2C(=O)N(c3ccc(C)cc3)C(=O)C2C)cc1 (stereo not given),4,-17,0,20,-0.1,-5,2,3,-2.3,31
NC(=O)CSc1nnc(CSc2ncccn2)n1-c1ccccc1,-5,-5,-1,3,-0.8,-1,-2,0,-1.8,10
O=C(NCSc1ccccc1)c1ccccc1,29,2,-8,1,4.0,0,-3,2,-1.2,78
Cc1cc(NC(=O)Nc2ccccc2)n(C(C)(C)C)n1,2,-3,12,-4,0.2,4,-3,-1,-0.5,0
COc1ccccc1NC(=O)NCC(c1ccco1)N1CCCCC1 (stereo not given),-1,9,2,4,-4.8,2,-5,-1,-0.8,-3
COc1ccc(NC(=O)c2nc[nH]c2C(=O)N(C)Cc2ccccc2)cc1,-7,0,6,8,-2.0,-2,-1,0,-1.1,0
Cc1ccc(C(=O)N2CCN(C)CC2)cc1S(=O)(=O)N1CCOCC1,-1,0,29,1,2.2,1,-2,-2,-1.4,7

Later entries:
SMILES	Wnt act	dFosB act	Rtt109 Vps75	RTF Ca sens act	CDK5 inh	Tat export inh	CAL PDZ FP-1	V-ATPase pH	CAL PDZ FP-2	MITF act
CCCCc1c(O)nc(SCC(=O)Nc2ccc(C)cc2)n(-c2ccc(OC)cc2)c1=O	1	-12	4	4	0.4	1	-1	0	-0.7	-5
O=C(c1cc(-c2ccc(Cl)cc2)n(-c2cc(Cl)ccc2Cl)n1)N1CCOCC1	-2	-1	2	-5	0.1	-16	2	-3	-0.1	8
CN(C)S(=O)(=O)c1cccc(COC(=O)c2cccnc2Cl)c1	-1	-4	0	-6	-1.5	-7	1	4	-1.0	-15
O=C(c1ccc(Br)o1)N1CCCc2ccccc21	.	6	9	4	0.7	-5	-2	-5	0.3	22
Nc1nc(CCl)nc(Nc2ccccc2)n1	4	1	7	-1	-0.2	4	-2	-1	-3.0	20
CNS(=O)(=O)c1cccc(C(=O)OCC(=O)Nc2ccc(-c3nc4ccc(C)cc4s3)cc2)c1	.	8	2	4	-0.8	-5	2	3	-2.1	11
CC(C)OC(=O)CN1C(=O)S/C(=C/c2ccc(N3CCCCC3)o2)C1=O	-1	-11	1	93*	-0.8	11	-2	-6	-0.4	21
